High-throughput results: PubChem BioAssay, National Center for Advancing Translational Sciences (NCATS)
TGFb inhibitor = blocks TGF-b signaling | HepG2 CAGA-GFP TGF-b/SMAD3 reporter, GFP fluorescence, 18 h; TGF-beta stimulated, 500 pg/mL final | Potency, µM (doses to about 46.1 µM), for inactives: at the top dose activity, negative = inhibition, hits mostly inhibitors | 410,000 tested, 1.2% active; note: potency is the fitted concentration of half-maximal effect; % is set by controls: 0 for no effect and ±100 for the full control effect; nearly all actives have a fitted effect of over 65% in size
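HEPG2 CAGA-GFP reporter cells (1000/well, DMEM with 1% FBS) received compounds, then recombinant TGF-beta at 500 pg/mL final for 18 hours at 37 degrees C. Per-cell GFP summed per well was normalised to unstimulated and stimulated DMSO controls before curve fitting.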
Nrf2 activator = activators of Nrf2 (ARE) signaling; Potency, µM (series often up to 46.1 µM), for the others: at the highest dose activation, most hits filed as activators; 410,000 tested, 0.31% active; AREc32 ARE-luciferase reporter (MCF7-derived line), luminescence, 24 h; note: potency is the fitted concentration of half-maximal effect; % of control where 0% means no effect; nearly all actives have a fitted effect of over 65% in size
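Each well held 1000 AREc32 cells, which were incubated with compound for 24 hr at 37 deg C after overnight attachment, and ARE reporter activity was quantified by firefly luciferase luminescence.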
Abeta rescue = compounds reversing amyloid beta toxicity in yeast; Potency, µM (titrated, usually from 46.1 µM), without a hit: at the highest dose growth rescue, actives largely listed as activators; yeast expressing A-beta42, growth rescue, OD600, 48 h; response scale: 0% DMSO, 100% iron-clioquinol control; 410,000 tested, 0.063% active; AID 1347071; note: potency is the fitted concentration of half-maximal effect; nearly all actives have a fitted effect of over 55% in size
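Yeast A-beta toxicity model in growth medium with pinned compounds, 48 h at 30 C; growth read as absorbance at 600 nm. Normalized to FeCl3/clioquinol equimolar mix (positive) and DMSO (negative).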
HepG2 tox = kills HepG2 cells in TGF-b inhibitor counter-screen; HepG2 CAGA-GFP viability, ATP luminescence, 18 h; Potency, µM (highest dose often 46.1 µM), inactives show top-dose activity change, negative = cytotoxicity, actives largely listed as cytotoxic; 410,000 tested, 0.76% active; AID 588856; note: potency is the fitted concentration of half-maximal effect; some results filed as inactive show a strong effect at the top dose
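CellTiter-Glo luminescence gave cytotoxicity after 18 hours at 37 degrees C. The cells were HepG2 CAGA-GFP in 1% FBS DMEM, stimulated with 500 pg/mL TGF-beta after compound addition. %Activity was normalised to no-cell wells (complete cell-killing) and DMSO (no toxicity), and curves were fitted and classified.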
CCT modulator = modulators of cytosolic chaperonin (CCT/TRiC) activity; purified chaperonin ATPase assay, HTRF ADP detection, 30 min; activity change, % (no concentration beside the values), hits read low; 360,000 tested, 0.3% active; AID 651819; in the data active = activity change below about -30%; note: % is set by controls: 0 for no effect and ±100 for the full control effect
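First, chaperonin was dispensed at 40 nM or 20 nM final depending on batch activity. Next, compounds were pinned at 76 uM and ATP added at 10 uM. After 30 min at 37 °C, ADP detection reagents ran 30 min at ambient temperature.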
Nrf2 block = Nrf2 pathway inhibition; 360,000 tested, 2.1% active; A549 ARE-Fluc reporter, luciferase luminescence, 18-24 h; Potency, µM (highest dose often 46 µM), without a hit: at the top dose activity change, negative = inhibition, actives largely listed as inhibitors; note: potency is the fitted concentration of half-maximal effect; % is set by controls: 0 for no effect and ±100 for the full control effect; nearly all actives have a fitted effect of over 60% in size
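Nrf2 function is reported as luminescence of an ARE-controlled luciferase in A549 cells. Compounds were tested at several concentrations, and a CellTiter-Fluor read on the same wells flagged cytotoxicity.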
MmCpn inh = M. maripaludis TRiC chaperonin inhibition; purified Mm-Cpn ATPase, ADP Transcreener TR-FRET; Potency, µM (series often up to 76.9 µM), for inactives: at the highest dose activity, negative = inhibition, usual class: inhibitors; 330,000 tested, 0.031% active; AID 504842; note: potency is the fitted concentration of half-maximal effect; % is set by controls: 0 for no effect and ±100 for the full control effect; nearly all actives have a fitted effect of over 80% in size
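25 nM Mm-CPN + cpd, 10 min 37°C; + 10 uM ATP, 30 min 37°C; buffer 30 mM Tris pH 7.4, 100 mM KCl, 5 mM MgCl2, 1 mM DTT; Transcreener ADP HTRF detection 30 min RT.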
Akt phos inh = inhibitors of Akt phosphorylation | Neuro2A IGF-stimulated pAkt S473 HTRF, 20 min; stronger effect = lower value | activity change, % for hits at 50 µM | 360,000 tested, 0.32% active | AID 651550; in the data active = activity change below about -80%; inconclusive = mostly about -51% to -80%; note: % is set by controls: 0 for no effect and ±100 for the full control effect
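Neuro2A cells (4,500/well, DMEM with 0.5% FBS) were treated with compound at a single 50 µM final concentration, stimulated with 6 nM IGF for 20 min at 37 °C, and lysed. Phospho-Akt Ser473 was read by HTRF as 665/615 ratio ×10^4.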
A549 tox = A549 cytotoxicity, counter-screen for Nrf2 inhibitors; A549 ARE-Fluc cells, CellTiter-Fluor viability, 18-24 h; Potency, µM (top dose mostly 46 µM), without a hit: at the highest dose activity change, negative = cytotoxicity, hits mostly inhibitors; 390,000 tested, 0.16% active; AID 504648; note: potency is the fitted concentration of half-maximal effect; % is set by controls: 0 for no effect and ±100 for the full control effect
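A549 ARE-Fluc cells in 5% FBS OPTI-MEM, 5000 cells/well, rested 2 h then exposed to compounds in concentration-response for 18-24 h at 37 °C. Viability by CellTiter-Fluor fluorescence (Ex 405/Em 525) after 30 min; luciferase luminescence (BugLite, 15 min, RT) read afterwards.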
Numbers without * were called inactive; i = inactive; ? = inconclusive; . = not tested or not shown; & = joins results of further samples; ! = not active in a repeat; [ ] = dose if it differs, or a comment. Unless noted, calls come from the whole dose curve; as a rule, active = well fitted curve in the direction sought with a large enough effect; inconclusive = small, poorly fitted or top-dose-only effect, or another doubt; inactive = no such curve, though single readings can be large; an effect the other way counts as inactive or inconclusive.

SMILES	TGFb inhibitor	Nrf2 activator	Abeta rescue	HepG2 tox	CCT modulator	Nrf2 block	MmCpn inh	Akt phos inh	A549 tox
O=C1C=C(c2cccs2)C[C@H](c2ccccc2)[C@H]1n1nnc([N+](=O)[O-])n1	?	?	?	-47%	-2.7	?	-3%	i	?
COCC(C)NCc1ccccc1C (stereo unspecified)	?	-0.8%	32%	2%	-4.2	.	0%	i	-5%
COc1cccc(-c2cnc(C(O)c3ccc(C(C)(C)C)cc3)[nH]2)c1 (stereo unspecified)	?	4.6%	1%	-38%	-1.0	.	.	i	.
CCc1ccccc1OCC(=O)N(CC)CC(=O)NCc1ccc(F)cc1	-13%	0.3%	-11%	-9%	-2.0	-11%	-2%	i	-11%
CN1CCN(C(=O)c2ccc(N(Cc3ccccc3Cl)S(C)(=O)=O)cc2)CC1	4%	0.3%	11%	9%	0.0	.	1%	i	3%
CS(=O)(=O)c1cnc(-c2cccnc2)nc1N	?	-0.1%	-13%	-2%	-0.3	16%	0%	i	3%
CC12CCC(C(=O)Nc3cccc(NC(=O)C45CCC(C)(C(=O)O4)C5(C)C)n3)(OC1=O)C2(C)C	-1%	1.7%	11%	-12%	0.3	-11%	1%	i	14%
CN(C)CCSc1nc(-c2ccccc2)nc2c1CCC2	-7%	3.2%	5%	-14%	-0.6	11%	1%	i	6%
c1ccc(-c2nnc(N3CCN(c4ccccc4)CC3)nc2-c2ccccc2)cc1	-15%	-0.5%	-20%	-6%	-0.6	-17%	?	i	1%
O=C(CN1C(=O)CSc2ccc(S(=O)(=O)N3CCOCC3)cc21)NCc1c(F)cccc1Cl	-10%	0.0%	-5%	-15%	-0.9	.	.	i	.
Cc1cc(C)c[n+](-c2nc3ccccc3nc2[N-]S(=O)(=O)c2ccc(Br)s2)c1	51%[activator]	3.1%	1%	4%	1.1	-12%	-3%	i	?
CCN(CC)S(=O)(=O)c1ccc(N=NC2=C(O)CCCC2=O)cc1	-2%	-0.6%	2%	-3%	-1.1	-23%	0%	i	5%
CNS(=O)(=O)c1cccc(C(=O)Nc2cccc(Cl)c2)c1	-8%	3.0%	-8%	-28%	0.4	?	-1%	i	-11%
COc1ccc(/C=C/C(=O)NNC(=O)C(C)Oc2ccccc2F)cc1OC (stereo unspecified)	4%	-0.9%	-10%	-16%	1.6	5%	1%	i	-3%
CCOC(=O)C1(C)CCN1C(=O)c1ccc(C(F)(F)F)cc1 (stereo unspecified)	6%	0.0%	1%	-6%	0.8	.	.	.	.
Cc1nnc(NC(=O)c2ccc(S(=O)(=O)N3CC(C)OC(C)C3)cc2)o1 (stereo unspecified)	4%	-0.1%	7%	-21%	0.4	-11%	1%	i	-1%
CN(C)C(=O)CN1C(=O)NC2(CCCc3ccccc32)C1=O (stereo unspecified)	8%	0.1%	-2%	-17%	-2.2	8%	1%	i	4%
CCC(O)c1cc2c(cc1NC(=O)c1ccccc1F)OCCO2 (stereo unspecified)	-1%	-0.2%	17%	-3%	.	.	.	.	19%
CCOC(=O)c1nnc(-c2ccc(C)cc2)nc1Oc1ccc(Cl)cc1Cl	?	2.1%	-5%	-5%	0.0	.	-1%	i	0%
COc1ccc(OC)c(CNC(=O)C2CCCN(C(=O)N(C)C)C2)c1 (stereo unspecified)	0%	-0.2%	2%	-15%	-2.3	-2%	0%	i	12%
CCn1cc(SCC(=O)Nc2cc(C)on2)c2ccccc21	-2%	0.2%	6%	8%	-0.3	?	3%	i	2%
NS(=O)(=O)c1ccc2nc(NC(=O)CS(=O)(=O)c3ccc(F)cc3)sc2c1	-3%	2.8%	-1%	0%	-0.3	1%	-2%	i	4%
COc1cccc(CNS(=O)(=O)c2c(C)[nH]c(C)c2C(=O)N2CCCC2)c1	4%	-0.4%	8%	-4%	-1.7	10%	-4%	i	-4%
Nc1nc(CN2CCCCCC2)nc(Nc2ccccc2)n1	3%	-0.9%	-1%	-16%	0.4	8%	-9%	i	11%
Cc1cccc2c1-c1sc(C(=O)N3CCN(c4cccc(Cl)c4)CC3)cc1CO2	0%	-0.7%	-3%	-16%	.	4%	.	.	6%
CCc1cc2c(=O)c(Oc3ccccc3F)c(C)oc2c(CN(C)C)c1O	-10%	-0.7%	5%	-6%	-1.3	-1%	-4%	-104%*	0%
Cc1ccc(CS(=O)(=O)c2ncc(Cl)c(C(=O)Nc3nnc(C(C)C)s3)n2)cc1	13µM*	3.2%&-6.6%	-20%&-9%	11µM*!	0.2	21µM*!	1%	i	?
COc1ccc(/C=N/OCC(=O)Nc2nc3ccccc3s2)cc1	?	0.3%	19%	-3%	-4.5	2%	1%	i	-8%
Cc1ccc(-c2nnc(SCC(=O)N/N=C/c3ccc(C(=O)O)cc3)n2C2CCCCC2)cc1	3%	-0.7%	-19%	2%	0.6	3%	0%	i	3%
CN(CC(=O)Nc1cccc(F)c1)C(=O)C1CC(=O)N(Cc2ccco2)C1 (stereo unspecified)	9%	-0.5%	4%	10%	-4.3	5%	3%	i	1%
O=C1CCCCN1CCC(=O)N1CCCC(N2CCN(c3ccccc3)CC2)C1 (stereo unspecified)	-4%	-0.2%	5%	5%	-3.0	12%	1%	i	-1%
Cn1ccc2c(-c3ccc(F)nc3)cc3c(c21)C1CCC3C1 (stereo unspecified)	-24%	-1.3%	4%	-15%	-0.4	.	.	i	.
CCC(C)NC(=O)CSc1nnc(-c2ccc(Cl)cc2)n1N (stereo unspecified)	-2%	0.1%	-7%	12%	-4.3	5%	1%	i	18%
O=c1c2ccccc2nc2n1C(CBr)CN2 (stereo unspecified)	4%	-1.4%	13%	8%	-1.2	12%	3%	i	1%
Brc1ccc(-c2ccccc2)cc1	20%	-0.4%	-18%	-1%	-2.2	-19%	1%	.	3%
Cn1c(CNC(=O)CNS(=O)(=O)c2ccc(Br)cc2)cc(=O)n(C)c1=O	4%	-0.1%	3%	2%	10	-1%	-1%	i	-1%
C/C(CC(=O)Nc1ccc(N(C)C)cc1)=N\NC(=O)c1ccc([N+](=O)[O-])cc1Cl	?	4.4%	10%	-4%	0.8	3%	-11%	i	7%
COc1ccccc1/C=C/C(=O)c1c2c(c(C)[nH]c1=O)CCCC2	-22%	18%	-16%	6%	-0.9	16µM*	0%	i	?
CCCCC(CC)CNC(=O)c1ccc2c(=O)n(Cc3ccc(OC)cc3)c(=O)[nH]c2c1 (stereo unspecified)	3%	-0.1%	-9%	3%	.	4%[9.27 µM]	.	.	2%
CCCOC(=O)c1c(-c2ccc(C)cc2C)csc1NC(=O)C1C2CCC(O2)C1C(=O)O (stereo unspecified)	-6%	-0.7%	15%	-5%	0.1	-8%	-4%	i	2%

Compound profiles, from the list above:
Shown for COc1ccccc1/C=C/C(=O)c1c2c(c(C)[nH]c1=O)CCCC2 = TGFb inhibitor = -22%; Nrf2 activator = 18%; Abeta rescue = -16%; HepG2 tox = 6%; CCT modulator = -0.9; Nrf2 block = 16µM*; MmCpn inh = 0%; Akt phos inh = i; A549 tox = ?
Shown for O=c1c2ccccc2nc2n1C(CBr)CN2 (stereo unspecified) = TGFb inhibitor = 4%; Nrf2 activator = -1.4%; Abeta rescue = 13%; HepG2 tox = 8%; CCT modulator = -1.2; Nrf2 block = 12%; MmCpn inh = 3%; Akt phos inh = i; A549 tox = 1%

Laid out differently: entries from further up
> Brc1ccc(-c2ccccc2)cc1
  TGFb inhibitor: 20%
  Nrf2 activator: -0.4%
  Abeta rescue: -18%
  HepG2 tox: -1%
  CCT modulator: -2.2
  Nrf2 block: -19%
  MmCpn inh: 1%
  Akt phos inh: .
  A549 tox: 3%
> Cn1c(CNC(=O)CNS(=O)(=O)c2ccc(Br)cc2)cc(=O)n(C)c1=O
  TGFb inhibitor: 4%
  Nrf2 activator: -0.1%
  Abeta rescue: 3%
  HepG2 tox: 2%
  CCT modulator: 10
  Nrf2 block: -1%
  MmCpn inh: -1%
  Akt phos inh: i
  A549 tox: -1%
> C/C(CC(=O)Nc1ccc(N(C)C)cc1)=N\NC(=O)c1ccc([N+](=O)[O-])cc1Cl
  TGFb inhibitor: ?
  Nrf2 activator: 4.4%
  Abeta rescue: 10%
  HepG2 tox: -4%
  CCT modulator: 0.8
  Nrf2 block: 3%
  MmCpn inh: -11%
  Akt phos inh: i
  A549 tox: 7%
> COc1ccccc1/C=C/C(=O)c1c2c(c(C)[nH]c1=O)CCCC2
  TGFb inhibitor: -22%
  Nrf2 activator: 18%
  Abeta rescue: -16%
  HepG2 tox: 6%
  CCT modulator: -0.9
  Nrf2 block: 16µM*
  MmCpn inh: 0%
  Akt phos inh: i
  A549 tox: ?

Not a hit list (roughly 4.3% active in at least one column).
